Bim-Bcl-XL: human Bim-Bcl-XL interaction inhibition; inhibition, % at 10 µM; AID 1007; hit rate 0.04% among 190,000; Bim peptide-Bcl-XL binding, bead flow cytometry, fluorescence; Q07817
RGS4-Gao reg: human RGS4-Galphao interaction regulation; Multiplexed bead flow cytometry, RGS4-Galphao binding; actives lie on both sides; binding response (% of control), % at 10 µM; hit rate 0.33% among 220,000; AID 1415; in the data active = binding response below about 49% or above about 150%; inactive = in between;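 also: fluorescent Galphao activated with aluminum fluoride binding bead-coupled RGS4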
Target sequence (P09471 whole entry, looked up): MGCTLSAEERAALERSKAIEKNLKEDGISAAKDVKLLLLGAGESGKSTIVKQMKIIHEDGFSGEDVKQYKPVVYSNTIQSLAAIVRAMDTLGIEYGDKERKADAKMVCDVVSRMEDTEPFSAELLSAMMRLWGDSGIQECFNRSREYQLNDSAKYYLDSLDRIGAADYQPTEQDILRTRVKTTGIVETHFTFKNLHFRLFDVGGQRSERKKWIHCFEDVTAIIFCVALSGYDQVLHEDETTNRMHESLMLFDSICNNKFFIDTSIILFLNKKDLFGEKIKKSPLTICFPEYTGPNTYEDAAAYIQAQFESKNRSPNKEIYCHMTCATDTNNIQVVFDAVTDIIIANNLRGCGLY
Bim-Mcl-1: human Bim-Mcl-1 interaction inhibition; hit rate 0.1% among 190,000; Bead-based flow cytometry, Bim peptide-Mcl-1 binding; inhibition, % at 10 µM; AID 1009; Q07820;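 also: 0% = no compound tracer wells and 100% = peptide blocker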
Target sequence (Q07820 whole entry, looked up): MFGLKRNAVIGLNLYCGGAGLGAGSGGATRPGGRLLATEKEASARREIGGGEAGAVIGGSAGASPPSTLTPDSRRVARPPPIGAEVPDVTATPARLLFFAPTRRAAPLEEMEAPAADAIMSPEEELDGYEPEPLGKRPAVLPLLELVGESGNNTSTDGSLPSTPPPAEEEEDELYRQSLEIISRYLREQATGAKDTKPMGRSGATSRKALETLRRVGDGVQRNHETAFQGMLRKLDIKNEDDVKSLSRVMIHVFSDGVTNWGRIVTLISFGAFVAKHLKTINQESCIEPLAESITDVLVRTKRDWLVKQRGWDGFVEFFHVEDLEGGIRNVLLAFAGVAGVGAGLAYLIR
Bim-Bcl-W: inhibitors of Bim-Bcl-W interaction, human; hit rate 0.02% among 190,000; inhibition, % at 10 µM; bead-based flow cytometry, Bim peptide-Bcl-W binding;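 also: 0% = bound tracer without compound and 100% = peptide blocker; higher means less fluorescent Bim peptide bound to Bcl-W beads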
RGS8-Gao reg: regulators of human RGS8-Galphao interaction; AID 1423; response (percent of control binding), % at 10 µM; hit rate 0.34% among 220,000; P09471; multiplexed bead flow cytometry, RGS8-Galphao binding; actives lie on both sides; in the data active = response below about 60% or above about 140%; inactive = in between;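 also: Galphao activated as the GDP aluminium fluoride complex binding bead-coupled RGS8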
Bcl-2 Bim block: disrupts Bim peptide binding to human Bcl-2; inhibition, % at 10 µM; hit rate 0.06% among 190,000; P10415; Bead-based flow cytometry, Bim peptide-Bcl-2 binding; in the data active = inhibition above about 40%; inconclusive = no clear call, values can overlap the other calls;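 also: 0% = no compound wells with probe peptide and 100% = reference peptide inhibitor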
Target sequence (P10415 whole entry, looked up): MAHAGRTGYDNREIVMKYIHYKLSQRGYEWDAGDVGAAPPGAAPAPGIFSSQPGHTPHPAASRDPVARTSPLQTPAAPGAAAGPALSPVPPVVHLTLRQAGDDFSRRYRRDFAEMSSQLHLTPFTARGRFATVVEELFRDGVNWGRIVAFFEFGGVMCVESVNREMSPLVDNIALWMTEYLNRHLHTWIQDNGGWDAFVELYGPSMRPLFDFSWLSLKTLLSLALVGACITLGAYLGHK
Bcl-B Bim block: disrupts Bim peptide binding to human Bcl-B. Q9HD36. bead-based flow cytometry. inhibition, % at 10 µM. hit rate 0.073% among 190,000;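 also: 0% = tracer peptide without compound and 100% = reference inhibitor peptide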
Mcl1-Bid inh: Mcl-1/Bid interaction inhibition | Q07820 | TR-FRET Mcl-1/Bid-Dy647 peptide binding, 1536-well | inhibition, % at 21.7 µM | hit rate 0.97% among 220,000;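 active = compounds that cut the binding signal by more than half at the single screening dose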;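 also: His-tagged Mcl-1 with europium anti-His antibody binding Bid BH3 peptide; 0% = Mcl-1 plus peptide wells and 100% = peptide-only wells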
Bim-Bfl-1: inhibitors of Bim-Bfl-1 interaction, human. inhibition, % at 10 µM. Bead-based flow cytometry, Bim-Bfl-1 binding inhibition. hit rate 0.12% among 190,000. Q16548;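 also: 0% = wells without compound plus tracer and 100% = blocker peptide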
RGS7-Gao reg: human RGS7-Galphao interaction regulation; Multiplexed bead flow cytometry, RGS7-Galphao binding; actives lie on both sides; AID 1439; P09471; binding response (% of control), % at 10 µM; hit rate 0.35% among 220,000; in the data active = binding response below about 49% or above about 150%; inconclusive = no clear call, values can overlap the other calls; inactive = in between;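 also: fluorescent Galphao held in activated GDP-AlF4 state binding bead-coupled RGS7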
Mcl1 Noxa PPI: Mcl-1/Noxa interaction inhibition; TR-FRET Mcl-1/Noxa peptide binding, 2 h; AID 1022; Q07820; hit rate 1.5% among 220,000; inhibition, % at 21.7 µM;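 active = compounds that cut the protein-peptide binding signal by more than 50% relative to plate controls in a single-dose test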;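 also: His-tagged Mcl-1 with rhodamine Noxa BH3 peptide and terbium anti-His antibody; 0% = Mcl-1 plus Noxa peptide wells and 100% = peptide-only wells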
Numbers without * were called inactive; ? = inconclusive; . = no result given. Rule as the data show it, unless noted: active = inhibition above about 40%.

Bim-Bcl-XL	RGS4-Gao reg	Bim-Mcl-1	Bim-Bcl-W	RGS8-Gao reg	SMILES	Bcl-2 Bim block	Bcl-B Bim block	Mcl1-Bid inh	Bim-Bfl-1	RGS7-Gao reg	Mcl1 Noxa PPI
-6.0	100.3	-4.0	-5.0	96.0	Cn1cnnc1SCCC(=O)Nc1ccc(Cl)cc1	-2.0	-7.0	-2.6	1.0	102.9	10.5
0.0	102.9	-2.0	0.0	102.7	COc1cc(NS(=O)(=O)c2ccc(NC(=O)c3ccc(S(=O)(=O)N4CCCC4)cc3)cc2)ncn1	-1.0	-4.0	9.0	-1.0	102.7	5.1
-3.0	102.5	-1.0	-3.0	103.1	CN1C[C@@H]2C[C@@H](c3ccc(C#CC(C)(C)O)s3)N3CCC[C@@]23C1=O	-5.0	-2.0	-40.0	-5.0	98.9	-11.6
-2.0	97.2	0.0	-1.0	101.5	O=C(c1ccc([N+](=O)[O-])cc1)N1C=CC(C(F)(F)F)=NCC1	-2.0	-1.0	-10.1	-4.0	98.9	-8.7
-6.0	102.8	-3.0	-2.0	102.0	Cc1cccc(C)c1NC(=O)CNC(=O)C(NC(=O)c1ccc(C(C)(C)C)cc1)C(C)C (centres undefined)	-7.0	-8.0	-2.3	-9.0	102.2	8.2
.	103.4	.	.	95.1	CCOC(=O)c1c(/N=C/c2ccc(OC)cc2O)sc2c1CCN(C)C2	.	.	-19.9	.	?	28.8
.	96.8	.	.	101.0	O=C(Nc1ccc(CN2CCS(=O)(=O)CC2)cc1)c1ccc(F)cc1	.	.	-11.9	.	?	-2.3
9.0	100.3	0.0	3.0	100.1	CC(C)Cn1c(=O)c(C(=O)NCc2ccccn2)c(O)c2ccccc21	-8.0	-5.0	22.2	-11.0	97.0	-0.8
0.0	101.3	0.0	4.0	101.5	CC(C)(C)n1c(=O)[nH]c2c(c1=O)CCC2	0.0	-5.0	-6.1	-5.0	100.6	-14.2
-1.0	105.3	-4.0	-2.0	106.9	CCC(=O)Nc1nc(CC(=O)Nc2ccccc2OC)cs1	0.0	7.0	-0.8	4.0	101.5	5.4
.	101.0	.	.	100.8	Nc1ccc(C(=O)OCCCc2nc3cc4ccccc4cc3[nH]2)cc1	.	.	8.5	.	?	18.7
-3.0	113.0	-5.0	-6.0	94.9	COc1ccc(CC(=O)Nc2ccc(-c3noc(-c4ccc(Cl)cc4)n3)cc2)cc1	14.0	-5.0	12.5	2.0	115.7	-23.9
-1.0	104.3	-4.0	0.0	122.9	Cc1nc2cc(NC(=O)NCc3ccco3)ccc2n1C	-1.0	-2.0	38.8	-1.0	103.7	0.2
.	109.5	.	.	102.9	CN1CCN(NC(=O)c2ccc(S(=O)(=O)N3CC4(C)CC3CC(C)(C)C4)cc2)CC1 (centres undefined)	.	.	-15.9	.	?	5.4
-3.0	102.8	-3.0	-2.0	98.7	CSc1nnc(Cn2c(=O)sc3ccccc32)n1CCc1ccccc1	-1.0	-4.0	0.7	-3.0	103.2	-1.9
.	102.5	.	.	101.3	CC(C)OP(=O)(OC(C)C)C(Nc1ccccc1)c1cccnc1 (centres undefined)	.	.	-18.0	.	?	-5.5
-4.0	101.2	-2.0	0.0	101.0	CN1CCN(CC(O)COc2ccc(Cl)cc2)CC1 (centres undefined)	-10.0	-5.0	26.9	-14.0	100.9	23.4
-1.0	109.7	0.0	1.0	98.0	CC(C)C(NS(=O)(=O)c1cccc2nsnc12)C(=O)N1CCc2ccccc2C1 (centres undefined)	1.0	0.0	.	-1.0	99.1	.
-18.0	101.5	-6.0	-6.0	100.8	O=C(CSCCO)Nc1cc(C(F)(F)F)ccc1Cl	-11.0	-14.0	-27.9	-16.0	100.6	.
-4.0	98.2	-1.0	-4.0	95.9	COCCCNC(=O)CC(C)c1ccccc1 (centres undefined)	0.0	-4.0	0.2	0.0	98.3	14.7
-5.0	101.9	-7.0	-1.0	99.2	Cc1cccc(NC(=O)C2CCCN2C(=O)OCC(C)C)c1C (centres undefined)	-6.0	-5.0	0.5	-15.0	99.7	13.3
-3.0	102.7	2.0	3.0	102.5	COc1ccc(CN2CCCCC2C)cc1C (centres undefined)	-2.0	-1.0	14.3	-12.0	99.9	10.3
-11.0	103.6	0.0	1.0	103.5	CCN(CC)c1ccc(NC(=O)c2c(OC)cccc2OC)c(C)c1	-5.0	-5.0	-34.1	-5.0	102.9	16.1
-2.0	100.8	2.0	-3.0	95.1	Cc1ccc(CCNC(=O)C2CCC(CNc3c(N4CCCC4)c(=O)c3=O)CC2)cc1 (centres undefined)	-1.0	1.0	-24.6	0.0	98.2	10.6
3.0	106.0	3.0	5.0	104.9	COc1cc2c(C#N)c(N3CCOCC3)nc(N)c2c(N)n1	-3.0	1.0	-10.1	-6.0	103.9	11.0
4.0	97.0	0.0	5.0	101.3	CCC(C)C(NC(=O)C1CCC(C)CC1)C(=O)Nc1cc(OC)ccc1OC (centres undefined)	-4.0	-5.0	-23.9	-11.0	96.7	0.6
-7.0	98.5	0.0	-3.0	101.7	CCCCc1c(O)nc(SCC(=O)N2CCCCC2)n(-c2ccccc2C)c1=O	-3.0	-5.0	-22.8	-15.0	98.1	8.0
-4.0	98.8	3.0	0.0	100.6	CC1CCCN(C(=O)N2c3ccccc3Sc3ccccc32)C1 (centres undefined)	-7.0	-5.0	-67.0	-13.0	103.8	-13.5
1.0	101.6	2.0	0.0	100.5	CCn1cc(CNC(=O)c2ccc(C)s2)cn1	0.0	-2.0	-11.5	-3.0	103.5	-1.9
-8.0	99.7	-1.0	-5.0	98.1	Cc1ccc(N2C(=O)CC(Sc3nc(-c4ccccc4)c4cc(Cl)ccc4n3)C2=O)c(C)c1 (centres undefined)	-6.0	-8.0	-43.6	-6.0	101.7	-73.4

Profiles from above. Order of screens: Bim-Bcl-XL | RGS4-Gao reg | Bim-Mcl-1 | Bim-Bcl-W | RGS8-Gao reg | Bcl-2 Bim block | Bcl-B Bim block | Mcl1-Bid inh | Bim-Bfl-1 | RGS7-Gao reg | Mcl1 Noxa PPI
CC(C)C(NS(=O)(=O)c1cccc2nsnc12)C(=O)N1CCc2ccccc2C1 (centres undefined) in the list: -1.0 | 109.7 | 0.0 | 1.0 | 98.0 | 1.0 | 0.0 | . | -1.0 | 99.1 | .
Cc1nc2cc(NC(=O)NCc3ccco3)ccc2n1C in the list: -1.0 | 104.3 | -4.0 | 0.0 | 122.9 | -1.0 | -2.0 | 38.8 | -1.0 | 103.7 | 0.2
COc1cc(NS(=O)(=O)c2ccc(NC(=O)c3ccc(S(=O)(=O)N4CCCC4)cc3)cc2)ncn1 in the list: 0.0 | 102.9 | -2.0 | 0.0 | 102.7 | -1.0 | -4.0 | 9.0 | -1.0 | 102.7 | 5.1
CCn1cc(CNC(=O)c2ccc(C)s2)cn1 in the list: 1.0 | 101.6 | 2.0 | 0.0 | 100.5 | 0.0 | -2.0 | -11.5 | -3.0 | 103.5 | -1.9
COc1cc2c(C#N)c(N3CCOCC3)nc(N)c2c(N)n1 in the list: 3.0 | 106.0 | 3.0 | 5.0 | 104.9 | -3.0 | 1.0 | -10.1 | -6.0 | 103.9 | 11.0

Retrieved by compound from above, two records:
Bim-Bcl-XL	RGS4-Gao reg	Bim-Mcl-1	Bim-Bcl-W	RGS8-Gao reg	SMILES	Bcl-2 Bim block	Bcl-B Bim block	Mcl1-Bid inh	Bim-Bfl-1	RGS7-Gao reg	Mcl1 Noxa PPI
-2.0	97.2	0.0	-1.0	101.5	O=C(c1ccc([N+](=O)[O-])cc1)N1C=CC(C(F)(F)F)=NCC1	-2.0	-1.0	-10.1	-4.0	98.9	-8.7
9.0	100.3	0.0	3.0	100.1	CC(C)Cn1c(=O)c(C(=O)NCc2ccccn2)c(O)c2ccccc21	-8.0	-5.0	22.2	-11.0	97.0	-0.8

(further entries)
Bim-Bcl-XL	RGS4-Gao reg	Bim-Mcl-1	Bim-Bcl-W	RGS8-Gao reg	SMILES	Bcl-2 Bim block	Bcl-B Bim block	Mcl1-Bid inh	Bim-Bfl-1	RGS7-Gao reg	Mcl1 Noxa PPI
-5.0	102.9	0.0	0.0	100.0	CC1CC(=O)N(CC(=O)NCc2ccco2)c2ccccc2S1 (centres undefined)	-10.0	-9.0	-24.6	-14.0	100.5	18.9
-10.0	97.9	-6.0	-5.0	102.4	Cc1ccc2nc(-c3ccc(N4C(=NC(=O)CCC(=O)O)SC5CS(=O)(=O)CC54)cc3)sc2c1 (centres undefined)	-5.0	-11.0	-10.6	-1.0	98.2	54.6*
0.0	104.7	0.0	-2.0	98.1	COc1cccc(C(C#N)N2CCOCC2)c1 (centres undefined)	-6.0	-7.0	-26.6	-9.0	101.7	-3.6
-3.0	102.5	0.0	1.0	102.7	CCCCC(=O)N=c1sc2cc([N+](=O)[O-])ccc2n1C	-2.0	-5.0	-5.9	-4.0	?	19.4
.	100.1	.	.	99.8	CN(C)S(=O)(=O)c1cccc(-c2nn(-c3ccccc3)cc2/C=C2\SC(=S)N(CC(=O)O)C2=O)c1	.	.	33.2	.	?	74.1*
-8.0	90.2	-5.0	-9.0	89.8	Cc1cnc(NC(=O)C(C)N2C(=O)C3CC=CCC3C2=O)s1 (centres undefined)	-3.0	-5.0	-19.3	-6.0	88.4	-2.3
-3.0	100.0	0.0	-2.0	98.2	O=C(NCc1ccc(OC(F)(F)F)cc1)C1CC(c2ccccc2[N+](=O)[O-])=NO1 (centres undefined)	0.0	-2.0	-18.8	0.0	99.3	-21.0
.	108.7	.	.	104.6	O=C(CC1C(=O)NCCN1Cc1c(F)cccc1Cl)NCCCn1cccn1 (centres undefined)	.	.	-6.8	.	?	16.6
-5.0	100.1	-5.0	-3.0	100.7	Cc1c(C(=O)c2ccc(Cl)c([N+](=O)[O-])c2)c2ccccn2c1CCC#N	1.0	-8.0	-45.3	1.0	102.8	-3.2
-3.0	101.5	-1.0	0.0	104.9	C#CCSc1nccc(-c2nn(-c3ccc(C)cc3)ccc2=O)n1	-9.0	-6.0	5.3	-11.0	102.2	2.5
0.0	108.1	-6.0	0.0	103.0	COc1ccccc1CNC(=O)CSc1ccsc1[N+](=O)[O-]	-5.0	-4.0	-7.9	-8.0	109.2	26.6
-5.0	101.8	-4.0	-1.0	95.3	Fc1ccccc1-n1cc(-c2ccccc2)[nH]c1=S	0.0	-44.0	-33.3	19.0	105.1	29.0
-2.0	105.4	0.0	-2.0	103.9	COCCn1c(N)c(Sc2ccc([N+](=O)[O-])cc2)c(=O)[nH]c1=O	0.0	-5.0	-13.9	-5.0	110.6	-3.7
0.0	97.5	1.0	0.0	96.5	CCC(C)NC(=O)C1CCN(S(=O)(=O)N2CCOCC2)CC1 (centres undefined)	0.0	0.0	-2.7	0.0	93.6	-3.4
-2.0	99.8	-1.0	-2.0	96.1	CC(C)c1ccc(NC(=S)NNC(=O)C2CC2)cc1	-4.0	-23.0	-12.9	-3.0	100.1	-12.7

Screening data (PubChem BioAssay)
